Source: PubChem (National Center for Advancing Translational Sciences (NCATS))
AmpC no deterg: AmpC beta-lactamase inhibition without detergent; P00811; AmpC nitrocefin hydrolysis, absorbance 480 nm, 0.0001% Triton; Potency, µM (series often up to 57.1 µM), inactives show at the top dose activity change, negative = inhibition, most hits filed as inhibitors; 330,000 compounds, 0.52% hits; AID 485341;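 note: potency is the fitted concentration of half-maximal effect; plate controls were no compound for no effect and no enzyme for full effect; nearly all actives have a fitted effect of over 20% in size; some results filed as inactive show a strong effect at the top dose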
Target sequence (P00811 whole entry, looked up): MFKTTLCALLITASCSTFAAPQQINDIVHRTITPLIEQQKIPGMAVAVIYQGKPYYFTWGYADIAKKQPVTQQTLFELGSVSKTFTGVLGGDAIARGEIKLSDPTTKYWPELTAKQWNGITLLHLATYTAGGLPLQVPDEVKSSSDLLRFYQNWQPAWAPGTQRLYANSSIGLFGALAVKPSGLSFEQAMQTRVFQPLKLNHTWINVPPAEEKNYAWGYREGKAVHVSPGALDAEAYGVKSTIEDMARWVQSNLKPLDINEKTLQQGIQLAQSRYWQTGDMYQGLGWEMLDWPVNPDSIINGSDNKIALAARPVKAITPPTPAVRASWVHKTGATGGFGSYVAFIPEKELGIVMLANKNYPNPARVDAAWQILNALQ
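AmpC (5.3 nM in the dispensed reagent) in 20 mM phosphate pH 7.0 with 0.01% (detergent screen) or 0.0001% Triton X-100 was preincubated with compounds for 15 min at room temperature. Nitrocefin was then added from an 800 uM solution, and hydrolysis was followed at 480 nm.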
TbPYK inhibitor: inhibitors of Trypanosoma brucei pyruvate kinase; TbPYK enzyme, Kinase-Glo Plus ATP luminescence, 45 min; Q57TT1; 410,000 compounds, 0.12% hits; Potency, µM (series often up to 76.8 µM), without a hit: top-dose activity, negative = inhibition, actives largely listed as inhibitors; AID 624173; note: potency is the fitted concentration of half-maximal effect; % is set by controls: 0 for no effect and ±100 for the full control effect; nearly all actives have a fitted effect of over 50% in size
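Screened from lowest to highest concentration, compounds were pinned into TbPYK/substrate mixtures, and ADP (130 uM final) was added. Plates sat at room temperature for 45 min prior to Kinase-Glo Plus detection by luminescence.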
Pf growth 48h: inhibits P. falciparum growth in the first generation, 48 h; P. falciparum luciferase growth in erythrocytes, 48 h; 310,000 compounds, 5.9% hits; Potency, µM (top dose mostly 28.7 µM), for the others: at the top dose activity change, negative = inhibition, actives largely listed as inhibitors; note: potency is the fitted concentration of half-maximal effect; % is set by controls: 0 for no effect and ±100 for the full control effect
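Luciferase-expressing P. falciparum in infected erythrocytes (2% hematocrit, 0.1% parasitemia final) in RPMI 1640/0.5% Albumax were exposed to compound for 48 hours at 37 C, 5% CO2; growth read as luminescence.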
Pf growth 96h: inhibits malaria parasite growth, 96 h; AID 504834; 320,000 compounds, 6.9% hits; P. falciparum luciferase reporter growth, 96 h; Potency, µM (series often up to 28.7 µM), for inactives: at the top dose activity change, negative = inhibition, actives largely listed as inhibitors; note: potency is the fitted concentration of half-maximal effect; % is set by controls: 0 for no effect and ±100 for the full control effect
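Cell-based qHTS: luciferase-tagged P. falciparum in erythrocytes (2% hematocrit, 0.05% parasitemia final) incubated with compounds for 96 hours, 37 C, 5% CO2; luciferase detection reagent then added and luminescence measured.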
Shiga inhibitor: blocks Shiga toxin action in Vero cells | Vero cells, Shiga toxin protein synthesis inhibition reporter | inhibition, % at 38.7 µM | 290,000 compounds, 9.2% hits; in the data active = inhibition mostly above about 28%, no sharp cut-off; inactive = mostly below about 43%; note: 0% is about no effect
LmPK inh: inhibitors of Leishmania mexicana pyruvate kinase. 290,000 compounds, 0.37% hits. Q27686. purified LmPK, Kinase-Glo ATP luminescence, 1 h. Potency, µM (doses to about 57.5 µM), without a hit: top-dose activity change, negative = inhibition, most hits filed as inhibitors. AID 1721; note: potency is the fitted concentration of half-maximal effect; % is set by controls: 0 for no effect and ±100 for the full control effect
Target sequence (Q27686 whole entry, looked up): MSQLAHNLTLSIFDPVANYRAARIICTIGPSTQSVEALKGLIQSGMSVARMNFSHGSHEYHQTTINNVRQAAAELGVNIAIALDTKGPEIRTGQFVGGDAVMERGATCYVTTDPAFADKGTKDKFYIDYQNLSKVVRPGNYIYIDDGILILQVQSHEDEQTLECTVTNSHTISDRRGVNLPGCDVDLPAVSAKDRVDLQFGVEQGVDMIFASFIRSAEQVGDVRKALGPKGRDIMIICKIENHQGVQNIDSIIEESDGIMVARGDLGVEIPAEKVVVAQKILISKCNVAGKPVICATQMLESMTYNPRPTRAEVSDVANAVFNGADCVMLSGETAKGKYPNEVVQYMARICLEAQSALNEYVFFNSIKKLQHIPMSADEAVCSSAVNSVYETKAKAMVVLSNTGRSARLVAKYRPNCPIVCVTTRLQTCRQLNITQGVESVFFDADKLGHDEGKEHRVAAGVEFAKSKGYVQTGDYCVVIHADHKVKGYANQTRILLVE
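Screened at intermediate enzyme activity to detect both inhibitors and activators: LmPK at 0.1 nM, with a 0.5 nM enzyme column as activation reference. PEP 0.5 mM, ADP 0.1 mM; ATP detected by luminescence after 1 h.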
CHX counter: affects cycloheximide protein synthesis inhibition readout, counter-screen; 300,000 compounds, 12% hits; max response, %; cell reporter, cycloheximide protein synthesis inhibition counterscreen; in the data active = max response mostly above about 13%, no sharp cut-off; inactive = mostly below about 14%; note: read at 38.3 µM for the half of the compounds with a filed dose; 0% is about no effect
Numbers without * were called inactive; ? = inconclusive; . = no result given; & = joins results of further samples; [ ] = another dose, or the depositor's remark. Unless noted, calls come from the whole dose curve; as a rule, active = well fitted curve in the direction sought with a large enough effect; inconclusive = small, poorly fitted or top-dose-only effect, or another doubt; inactive = no such curve, though single readings can be large; an effect the other way counts as inactive or inconclusive.

Labels used below: A = AmpC no deterg; B = TbPYK inhibitor; C = Pf growth 48h; D = Pf growth 96h; E = Shiga inhibitor; F = LmPK inh; G = CHX counter
Cc1cc(=O)oc2cc(OCC3CC(c4ccccc4)=NO3)ccc12 (centres undefined)
  A = -1%	B = -8%	C = .	D = -41%	E = 53*	F = 1%	G = 21*

COc1ccc(S(=O)(=O)N(CC(=O)NCc2ccncc2)c2cc(C)cc(C)c2)cc1OC
  A = 55%	B = -8%	C = ?	D = 24%	E = -5	F = 0%	G = -4

CCN(CC(=O)NC1CCS(=O)(=O)C1)S(=O)(=O)c1ccccc1 (centres undefined)
  A = -19%	B = -7%	C = 34%[activator]	D = 26%	E = -9	F = -1%	G = 0

C=C[C@@H]1c2cc(C)ccc2N(S(=O)(=O)c2ccc(C)cc2)[C@H](c2ccccc2)C1(C#N)C#N
  A = -22%	B = 2%	C = ?	D = ?	E = .	F = .	G = .

COC(=O)C1C2C=CC(C3CC23)C1C(=O)OCC(=O)c1ccc(OC)cc1 (centres undefined)
  A = 15%	B = -6%	C = -4%	D = 17%[5.75 µM]	E = 14	F = 4%	G = 16

Cc1cc(NS(=O)(=O)c2ccc(NC(=O)c3cccnc3)cc2)nc(C)n1
  A = -25%	B = -1%	C = 24%	D = 20%	E = 2	F = 4%	G = 2

C=C(C)CSc1nnc2n(N)c(=O)c3ccccc3n12
  A = -22%	B = .	C = .	D = -4%	E = 1	F = -5%	G = -2

CCOc1ccc(CN(C)C(=O)c2ccc3ccccc3n2)cc1
  A = 20%	B = 3%	C = 3%	D = 38%[activator]	E = 14	F = 3%	G = -2

Cc1c(C(=O)OCC(=O)N2c3ccccc3CC2C)oc2ccccc12 (centres undefined)
  A = -23%	B = -3%	C = 3%	D = ?	E = 11	F = -7%	G = -2

COCCCNc1oc(-c2ccccc2Cl)nc1C#N
  A = 5%	B = -4%	C = 6%	D = 0%	E = 52	F = 2%	G = 15*

COc1ccc2nc(Cl)cc(Cl)c2c1
  A = -12%	B = -6%	C = ?	D = 0%	E = -4	F = 0%	G = -2

O=C(CCn1c(=O)sc2ccccc21)NCCCn1ccnc1
  A = -32%	B = 0%	C = 20%	D = 0%	E = 4	F = 2%	G = -3

CCOc1ccc(S(=O)(=O)NCCC(=O)NCC(c2ccc(OC)cc2)N2CCCC2)cc1 (centres undefined)
  A = 26%	B = 0%	C = ?	D = ?	E = .	F = .	G = .

COc1cccc(CNC(=O)CN(C)S(=O)(=O)c2ccc3c(c2)c(=O)n(C)c(=O)n3C)c1
  A = 20%	B = 6%&-3%	C = ?	D = ?	E = 18	F = -3%	G = -3

O=C(O)C(Nc1nc(C(F)(F)F)nc2ccccc12)c1ccccc1 (centres undefined)
  A = -8%	B = 4%	C = ?	D = 36%[activator]	E = 0	F = 0%	G = 1

O=C(COC(=O)c1ccc(F)cc1)NCc1ccc(F)cc1
  A = -15%	B = 0%	C = 3%	D = 5%	E = .	F = .	G = .

CCc1ccc(NS(=O)(=O)c2cc3c(cc2C)n(C)c(=O)c(=O)n3C)cc1
  A = -7%	B = 0%	C = ?	D = 24%	E = -2	F = 0%	G = -2

Cc1cc(C(=O)OCC(=O)N(CC(C)C)c2c(N)n(Cc3ccccc3)c(=O)[nH]c2=O)c(C)o1
  A = -32%	B = 1%	C = ?	D = -27%	E = .	F = .	G = .

CC(C)(C)c1ccc(C(=O)N2CCC(C(=O)NCCC3=CCCCC3)CC2)cc1
  A = 61%[activator]	B = 0%	C = -7%	D = 9%	E = 8	F = 3%	G = 20

Clc1ccc(CSC2=NCCCN2)cc1Cl
  A = 0%	B = 2%	C = .	D = -1%	E = -16	F = 9%	G = 0

CCCNc1c(NS(=O)(=O)c2cccs2)c(=O)oc2ccccc12
  A = -26%	B = 0%	C = 12%	D = 3%	E = 1	F = 4%	G = -2

Cc1ccc2nc(N(CCCN(C)C)C(=O)c3ccc(S(=O)(=O)N(C)C)cc3)sc2c1
  A = 85%[activator]	B = -4%	C = -12%	D = -28%	E = -5	F = 0%	G = -2

CNC[C@@H](O)[C@@H](O)[C@H](O)[C@H](O)CO
  A = .	B = -3%	C = -7%	D = -18%	E = .	F = .	G = .

CCOc1ccc(NC(=O)CCC(=O)NNC(=O)COc2ccc(C)cc2Br)cc1
  A = -2%	B = 7%	C = 51%[activator]	D = 47%[activator]	E = 38	F = -2%	G = 20

CCCc1nnc(NC(=O)CS(=O)(=O)c2ccc(C)cc2)s1
  A = -20%	B = 4%	C = 10%	D = ?	E = -2	F = -3%	G = -2

CNC(=O)CC(=O)Nc1ccccc1C(=O)O
  A = -3%	B = -2%	C = 2%	D = 31%[activator]	E = -17	F = 1%	G = -2

COc1ccc(C(=O)NCCS(=O)(=O)NCc2ccc(F)cc2)cc1
  A = -5%	B = 1%	C = 2%	D = -25%	E = .	F = .	G = .

Cc1ccc(S(=O)(=O)c2cc3c(=O)n4ccccc4nc3n(Cc3ccco3)c2=N)cc1
  A = -47%	B = -1%	C = ?	D = -4%	E = -9	F = 2%	G = -1

O=C(N/N=C/c1c(O)n(Cc2ccco2)c(=O)[nH]c1=O)c1ccccc1
  A = -23%	B = -5%	C = 22%	D = 26%	E = 80	F = 16%	G = 34*

Cc1ccc(C)c(OCC(O)CN2CCCCC2C)c1 (centres undefined)
  A = -6%	B = -4%	C = ?	D = 10µM*	E = -11	F = -1%	G = -3

CCCOc1ccc(C(CC(=O)O)NC(=O)c2ccc3c(c2)OCO3)cc1 (centres undefined)
  A = -16%	B = 10%	C = -8%	D = ?	E = 17	F = 2%	G = -3

Cc1cc(C)c[n+](C(C)C(=O)c2ccc(-c3ccccc3)cc2)c1 (centres undefined)
  A = 15%	B = -2%	C = 1.3µM*	D = 28%	E = -10	F = -5%	G = -2

CCCCn1c(SCc2ncc(-c3ccccc3)o2)nc2cc(S(N)(=O)=O)ccc21
  A = -18%	B = -6%	C = ?	D = 15µM*	E = -16	F = -2%	G = -2

Cc1ccc(-c2cnc(SCCNC(=O)c3ccco3)[nH]2)cc1
  A = -9%	B = 3%	C = ?	D = ?	E = .	F = .	G = .

Cc1cccc(-n2ncc3c(N(C)Cc4ccccc4)ncnc32)c1
  A = -1%	B = 0%	C = 72%[activator]	D = 99%[activator]	E = 97*	F = 0%	G = 57*

Cc1ccc(N2C(=O)C3CC(c4ccccc4)=C4C5C=CC(C6C(=O)N(c7ccc(C)cc7)C(=O)C56)C4C3C2=O)cc1 (centres undefined)
  A = -14%	B = 3%	C = 13µM*	D = ?	E = -5	F = -3%	G = -3

CSc1ccc(CNC(=O)c2c(C)noc2C)s1
  A = -11%	B = -2%	C = 20%	D = ?	E = 5	F = -1%	G = 5

CCCCN(C)c1ccc([N+](=O)[O-])cc1
  A = -19%	B = 2%	C = 12%	D = 32%[activator]	E = -25	F = -5%	G = -2

COCc1c(C(=O)N/N=C(/C)c2cccs2)nnn1-c1nonc1N
  A = 4%	B = -1%	C = 29%	D = ?	E = 4	F = 1%	G = -1

COc1ccc(N(C(=O)c2ccc(S(=O)(=O)N3CCCC3)cc2)C2C=CS(=O)(=O)C2)cc1 (centres undefined)
  A = 38%	B = 2%	C = 8%	D = 0%	E = -17	F = 2%	G = -3

CCOC(=O)C(=CNc1ccccc1N1CCOCC1)C(=O)OCC
  A = 55%	B = -5%	C = -17%	D = ?	E = -2	F = -3%	G = 3

O=C(C1CC1)N1N=C(c2ccccc2)CC1(O)C(F)(F)C(F)(F)F (centres undefined)
  A = -15%	B = 2%	C = 45%[activator]	D = -6%	E = .	F = 3%	G = 4

CCOC(=O)C1(CCc2ccccc2)CCN(Cc2ccn[nH]2)CC1
  A = 7%	B = 2%	C = 32%[activator]	D = 7%	E = 9	F = 0%	G = 8

O=C(c1ccc(Cl)cc1)C1CCN(CC(=O)N2CCCCC2)CC1
  A = 30%	B = 2%	C = ?	D = ?	E = 25	F = 0%	G = 1

Fc1cccc(CSc2nc3ccncc3[nH]2)c1
  A = -17%	B = -2%	C = 137%[activator]	D = 0%	E = 50*	F = -15%	G = 32*

CCOC(=O)n1cc(-c2cnc(CNC(=O)C(C)(c3ccccc3)c3ccccc3)o2)c2ccccc21
  A = -4%	B = 1%	C = ?	D = ?	E = -11	F = 0%	G = -3

NC(N)=NC(N)=Nc1ccc2ccccc2c1
  A = -31%	B = -4%	C = ?	D = ?	E = 15	F = -4%	G = 7

Cc1ccc(OCCCCN2CCc3ccccc3C2)cc1
  A = 35%	B = 2%	C = -14%	D = ?	E = 1	F = -2%	G = -3

Cc1ccc(C)c(NC(=O)C(=O)NCC2CCCN2S(=O)(=O)c2cccs2)c1 (centres undefined)
  A = -18%	B = -4%	C = ?	D = -18%	E = .	F = .	G = .

CCCC(O)(CCC)C(=O)NN(C(=O)OC)c1ccccc1
  A = -24%	B = 3%	C = 4%	D = 27%	E = -10	F = -3%	G = -3

Filtered by structure: the entries above containing a CF3 group.
Labels used below: A = AmpC no deterg; B = TbPYK inhibitor; C = Pf growth 48h; D = Pf growth 96h; E = Shiga inhibitor; F = LmPK inh; G = CHX counter
O=C(O)C(Nc1nc(C(F)(F)F)nc2ccccc12)c1ccccc1 (centres undefined)
  A = -8%	B = 4%	C = ?	D = 36%[activator]	E = 0	F = 0%	G = 1

O=C(C1CC1)N1N=C(c2ccccc2)CC1(O)C(F)(F)C(F)(F)F (centres undefined)
  A = -15%	B = 2%	C = 45%[activator]	D = -6%	E = .	F = 3%	G = 4

Going on with the list:
Labels used below: A = AmpC no deterg; B = TbPYK inhibitor; C = Pf growth 48h; D = Pf growth 96h; E = Shiga inhibitor; F = LmPK inh; G = CHX counter
Cn1c(SCC(=O)c2ccccc2)nnc1-c1ccc(O)cc1
  A = -7%	B = 2%	C = .	D = 20%	E = 68*	F = 1%	G = 35*

CC(=O)c1c(C)n(CC(=O)NCc2ccc3c(c2)OCO3)c2ccccc12
  A = -11%	B = 6%	C = 1%	D = -3%	E = 5	F = 2%	G = -2

O=[N+]([O-])c1ccc(Cl)c(/C=N/n2c(COc3ccccc3)n[nH]c2=S)c1
  A = -19%	B = -22%	C = -15%	D = ?	E = -11	F = 5%	G = -6

Cc1cccc(N(CC(=O)Nc2cccnc2)S(C)(=O)=O)c1
  A = -12%	B = -5%	C = 96%[activator]	D = 48%[activator]	E = -2	F = -1%	G = -2

CCOC(=O)c1c(C)[nH]c(C(=O)OCC(=O)N(CC(C)C)c2c(N)n(Cc3ccccc3)c(=O)[nH]c2=O)c1C
  A = 5%	B = 4%	C = ?	D = -1%	E = .	F = .	G = .

CC(C)Cn1c(N)c(C(=O)COC(=O)c2ccc3c(c2)OCCO3)c(=O)n(C)c1=O
  A = 74%[activator]	B = 0%	C = ?	D = ?	E = 18	F = 5%	G = -2
